Rev-erbA mod = modulators of human Rev-erb alpha DNA binding; Rev-erbα–FITC-DNA binding, fluorescence polarization, 90 min; activity, % at 10 µM; hit rate 0.79% among 370,000; AID 1259318;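 active = activity above about 14%, limit read from the data; passing the limit was not always enough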;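 also: 0% = DMSO wells with 35 nM protein and 100% = DMSO wells with 750 nM protein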
hgDAF-12 ag = activates the H. glycines DAF-12 receptor ligand-binding domain. hit rate 1.8% among 370,000. activation, % at 6.8 µM. AID 687014. HEK293 GAL4-hgDAF12 UAS-luciferase reporter, agonist luminescence; normalized to butyrate control;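 active = activation above a cutoff set at the mean of all screened compounds plus 3 SD, cut at about 10% in these data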;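 also: 0% = DMSO wells and 100% = sodium butyrate wells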
PLCb3 inh = blocks human PLC-beta3 enzyme activity; Purified PLC-beta3, fluorogenic substrate, fluorescence; inhibition, % at 12.2 µM; hit rate 0.18% among 370,000; AID 720704; in the data active = inhibition above about 11%;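 also: 0% = median of compound wells on plate and 100% = full blocker control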
DAX1 inh-1 = NR0B1 (DAX1) inhibition; HEK293 Gal4-DAX1 luciferase reporter, luminescence; hit rate 0.99% among 340,000; inhibition, % at 6.75 µM; AID 504766; P51843;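 active = inhibition above the mean over all tested compounds plus 3 SD, cut at about 4.2% in these data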;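 also: 0% = DAX1-transfected cells with DMSO and 100% = empty-vector control cells with DMSO; inhibition shows as a rise in luminescence from relieved DAX1 repression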
Target sequence (P51843 207-470 limits assumed): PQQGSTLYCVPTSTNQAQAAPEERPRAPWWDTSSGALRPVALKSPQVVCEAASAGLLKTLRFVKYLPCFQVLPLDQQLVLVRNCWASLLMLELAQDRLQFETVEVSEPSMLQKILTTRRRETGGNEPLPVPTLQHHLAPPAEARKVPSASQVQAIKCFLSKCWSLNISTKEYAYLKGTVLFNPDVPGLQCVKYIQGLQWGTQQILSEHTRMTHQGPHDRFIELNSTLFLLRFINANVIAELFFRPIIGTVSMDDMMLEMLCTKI
PLCg1 inh = PLC-gamma1 (human) inhibition, primary screen; purified PLC-gamma1, fluorogenic substrate, fluorescence; hit rate 0.84% among 370,000; inhibition, % at 12.2 µM; in the data active = inhibition above about 9.5%
ssDAF12 agonist = activators of S. stercoralis DAF-12 nuclear receptor; HEK293 ssDAF-12/GRIP1 lit1-tk-luc reporter, luminescence; % of 3 µM dafachronic acid response; activation, % at 6.8 µM; hit rate 1% among 370,000; AID 652126;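 active = activation above the mean over all tested compounds plus 3 SD, cut at about 0.9% in these data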;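 also: 0% = DMSO-only wells and 100% = 3 µM delta7-dafachronic acid wells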
hcDAF12 agonist = activates DAF-12 receptor from parasite H. contortus; hit rate 1.4% among 370,000; activation, % at 6.8 µM; HEK293 hcDAF-12 lit1-tk-luc reporter, luminescence; 0% DMSO, 100% Δ7-dafachronic acid; AID 652067;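 active = activation above the mean of all tested compounds plus 3 SD, cut at about 5.5% in these data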;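 also: 100% = response to 3 µM Δ7-dafachronic acid high control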
DAX1 inh-2 = blocks DAX1 repression of SF-1 activated StAR promoter. HEK293T StAR-luciferase reporter, SF-1/DAX-1 repression relief. inhibition, % at 6.8 µM. hit rate 1.1% among 370,000. AID 652010;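 active = inhibition above the mean over all tested compounds plus 3 SD, cut at about 3.6% in these data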;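 also: 0% = DAX-1 cells with DMSO and 100% = cells lacking DAX-1 with DMSO; higher inhibition means more luminescence from relief of DAX-1 repression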
MBD2 DNA inh = blocks human MBD2 binding to methylated DNA; Q9UBB5; TR-FRET, MBD2 binding to methylated oligonucleotide; inhibition, % at 4.4 µM; hit rate 0.31% among 370,000; in the data active = inhibition above about 13%
Target sequence (Q9UBB5 whole entry, looked up): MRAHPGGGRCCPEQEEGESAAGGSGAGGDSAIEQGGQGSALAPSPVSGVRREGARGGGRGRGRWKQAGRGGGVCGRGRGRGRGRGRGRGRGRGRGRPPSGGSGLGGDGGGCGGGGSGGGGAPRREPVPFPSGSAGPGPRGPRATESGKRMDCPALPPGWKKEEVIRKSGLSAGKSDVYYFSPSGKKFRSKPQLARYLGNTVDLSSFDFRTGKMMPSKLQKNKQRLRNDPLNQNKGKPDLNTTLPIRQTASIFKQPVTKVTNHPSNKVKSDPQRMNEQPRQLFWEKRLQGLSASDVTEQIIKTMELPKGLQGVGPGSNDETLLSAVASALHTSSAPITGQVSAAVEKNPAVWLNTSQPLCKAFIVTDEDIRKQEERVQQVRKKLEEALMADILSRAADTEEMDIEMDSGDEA
ADAM17 inh = ADAM17 inhibition, QFRET primary screen. P78536. recombinant ADAM17, EDANS/DABCYL FRET peptide cleavage. inhibition, % at 6.95 µM. hit rate 0.83% among 370,000;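 active = inhibition above the mean of compounds lying between control limits plus 3 SD, set per campaign, cut at about 8.5% in these data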;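 also: 0% = DMSO-only wells as the low control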
SMARCA2 activ = activators of SMARCA2 function. MG213 cells, MMTV-luciferase reporter, dexamethasone, overnight. hit rate 1% among 370,000. activation, % at 9.1 µM; in the data active = activation above about 7.8%;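 also: 0% = vehicle wells and 100% = reference activator wells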
Active calls of the source: *; nt = not tested or not shown.

SMILES	Rev-erbA mod	hgDAF-12 ag	PLCb3 inh	DAX1 inh-1	PLCg1 inh	ssDAF12 agonist	hcDAF12 agonist	DAX1 inh-2	MBD2 DNA inh	ADAM17 inh	SMARCA2 activ
Cc1nn(-c2ccccc2)c(=O)c2noc(C)c12	3	1.2	-6	0.3	1	-1.9	0.9	-0.1	3	-2	0
COc1ccccc1CNC(=O)COC(=O)c1ncc(Cl)c(Cl)c1Cl	0	2.3	-4	1.3	-3	-0.7	-2.4	1.4	1	0	4
CCOC(=O)[C@@H]1[C@H]2COc3cc(OC)ccc3[C@@H]2N2C(=O)N(c3ccc(C(F)(F)F)cc3)C(=O)[C@]12C	-3	3.8	4	0.2	-1	-1.1	-0.3	0.6	-5	-2	1
COc1ccc(Cl)cc1C(=O)Nn1c(-c2cccs2)nc2ccccc2c1=O	2	-4.7	-1	0.1	-1	-0.6	-1.4	-0.2	-3	-1	-1
COC(=O)C(Cc1c[nH]c2ccccc12)NC(=O)C(C)C (stereo not given)	-2	-1.5	-1	-0.1	-3	-1.1	1.3	-0.5	6	-3	-2
COc1ccc(CCNC(=O)CCn2c(=O)[nH]c3cc(OC)c(OC)cc3c2=O)cc1OC	-2	1.8	2	0.2	2	-1.4	-0.7	-0.4	2	-3	-2
Cc1cccc(C(=O)Oc2cccc3c(O)cccc23)c1	0	-0.7	-54	0.9	-32	0.2	0.2	-0.8	-1	5	1
O=C(O)c1cccnc1Sc1ncnc2sc3c(c12)CCC3	-5	-0.5	-232	1.4	-162	-1.2	0.8	0.9	-1	-177	2
COc1ccc(CCNC(=O)C(CCC(N)=O)NS(=O)(=O)c2ccc(Cl)cc2)cc1OC (stereo not given)	9	0.1	-8	1.4	-4	-1.2	-0.8	-0.4	-4	-5	-3
CC(=O)Oc1ccccc1C1=NN(C(=O)/C=C/c2ccccc2)C(c2ccccc2)C1 (stereo not given)	4	0.5	-11	0.9	-7	-1.0	-0.8	-0.8	7	1	-2
CC(C)CCOc1cccc(C2c3c(oc4ccccc4c3=O)C(=O)N2CCCN2CCOCC2)c1 (stereo not given)	2	4.5	-8	1.4	-5	-1.6	-1.0	-0.3	1	-2	0
CCc1nnc(NC(=O)c2cccc(S(=O)(=O)N3CCN(C)CC3)c2)s1	-7	0.4	-6	2.7	-2	-0.7	1.0	-0.1	2	-4	-1
O=c1[nH]cnc2c1nnn2C1OC(CO)C(O)C1O (stereo not given)	11	-3.4	1	nt	2	-1.6	-0.9	2.9	3	-3	5
COc1cccc2cc(-c3nnc(SCC(=O)NCCc4ccccc4)n3C)oc12	4	1.7	1	0.9	-4	-0.7	-0.8	-0.6	0	-2	-5
CC(C)C(=O)N1CCN(CCN2C(=O)c3cccc4cccc(c34)C2=O)CC1	4	-0.6	-6	0.7	5	-1.9	-2.7	0.0	-4	-8	-2
Cn1c(CNC(=O)c2ccccc2F)nnc1SCc1ccc(Cl)cc1	2	-1.6	-2	0.7	-3	-1.5	0.7	0.5	-3	1	1
O=C(NCCOC(=O)c1ccccc1C(=O)OCCNC(=O)c1cccnc1)c1cccnc1	2	-2.9	12*	1.4	8	-0.8	-1.6	-0.4	-2	4	-3
CCOC(=O)c1c(NC(=O)CN2CCOCC2)sc2c1CC(C)(C)OC2	-1	-3.4	-2	-0.3	2	-0.6	-1.9	-1.3	5	-1	-3
NC(=O)[C@@H]1CCOc2c(F)cc([N+](=O)[O-])cc2C(=O)N[C@@H](CO)C(=O)NCC(=O)N1	-5	0.1	0	0.8	2	-0.9	-2.4	0.8	-4	-1	1
CCOC(=O)c1nnn(-c2nonc2N)c1-c1ccc(Br)cc1	4	-1.7	4	0.0	-1	-0.9	-1.8	-0.3	-8	4	-1
CCCCc1nc2ccccc2n1CC(=O)NN	-4	-0.1	-12	-0.8	-6	-0.8	-0.7	0.1	-1	3	-2
CCn1cc(CN2N=C(C)CC2c2ccccc2)c(C)n1 (stereo not given)	2	-0.6	3	-0.4	3	-0.4	0.3	-0.1	-1	-1	-1
Cc1cc(NC(=O)CSC2=NS(=O)(=O)c3ccccc3N2)no1	1	0.8	1	0.5	1	-1.3	1.7	0.7	1	0	3
Cc1c(-n2c(SCC(N)=O)nc3ccccc3c2=O)c(=O)n(-c2ccccc2)n1C	0	0.0	2	1.1	-1	-1.0	-1.8	0.2	-1	-1	-1
Nc1nnc(SCC(=O)NC2CCCCCC2)s1	7	0.2	-6	1.4	-1	-0.9	-0.6	1.1	-4	-4	1
Cc1ccc(NC(=O)CCSc2nc(C)cc(C)n2)cc1	-4	0.9	-4	-1.0	-1	-1.1	-0.5	0.1	10	-5	-4
CCCCCC(=O)Nc1ccc(-c2csc(N)n2)cc1	-1	7.9	-10	0.1	1	-1.3	-0.1	-0.1	-1	-5	-2
CCOc1ccc(NC(=O)CN(C)C(=O)c2ccc(OCC3CCCO3)cc2)cc1OCC (stereo not given)	0	0.8	-5	-0.6	3	-0.7	-0.2	-0.1	-6	4	-1
CC1=NN(CCC#N)C(=O)/C1=C/c1ccc(N(C)C)cc1	3	2.9	1	0.2	1	-2.0	-1.3	-1.4	-27	-1	-3
COC(=O)COc1ccc(/C=N/NS(=O)(=O)c2ccccc2)cc1	-1	-2.5	-6	-1.2	-2	-0.9	-1.1	0.2	-1	-4	-3
Cc1nnc2sc(-c3ccccn3)nn12	-5	-0.2	3	2.2	3	-1.0	-1.5	0.3	-2	1	-3
CCOc1cccc(C(=O)NC(=S)Nc2ccc(N3CCCC3)cc2)c1	-2	0.9	-9	-0.3	-5	-1.4	0.8	-0.4	1	-1	-2
CC1=CC(O)(c2ccccn2)P(=O)(c2ccccc2)C=C1C (stereo not given)	-3	-3.2	-9	nt	-9	-0.2	-0.4	0.4	1	-10	-5
CNc1ccc(/C=C2\COc3ccccc3C2=O)cc1[N+](=O)[O-]	3	-2.1	5	-0.4	8	-0.2	-0.2	0.9	-3	3	3
O=C(NCc1ccco1)/C(=C/c1ccccc1)NC(=O)c1ccco1	7	-0.7	-11	-0.2	-4	-1.5	-1.1	-0.7	0	-1	-2
CCOc1ccc(NC(=O)C2CCCN(c3nn4c(=O)cc(C)nc4s3)C2)cc1 (stereo not given)	-1	2.8	1	-0.8	2	-1.4	-1.7	-0.8	2	-4	0
COc1ccc(/C=C(/C#N)C(=O)Nc2cccc([N+](=O)[O-])c2)cc1C(=O)O	-3	-2.5	3	-0.8	5	-1.5	0.1	0.1	3	-1	-1
CCOc1ccc(CN2CCC(C(=O)N3CCN(c4ccccc4F)CC3)CC2)cc1OC	-9	1.7	3	-0.2	0	-1.8	-1.8	-1.3	3	-2	0
COc1ccc(-c2c3c(=O)n(C)c(=O)n(C)c3cn2-c2ccccc2O)cc1	-6	-1.9	-111	-1.7	-68	-0.8	-2.9	-0.3	0	-17	-3
O=C(OCc1ccc([N+](=O)[O-])cc1)c1cc([N+](=O)[O-])ccc1N1CCOCC1	1	-5.1	4	2.0	3	-1.5	-1.5	-4.7	-9	2	0

7 entries from above, arranged by their value in DAX1 inh-2, ascending.
molecule | DAX1 inh-2
CC1=NN(CCC#N)C(=O)/C1=C/c1ccc(N(C)C)cc1 | -1.4
CCOC(=O)c1c(NC(=O)CN2CCOCC2)sc2c1CC(C)(C)OC2 | -1.3
Cc1cccc(C(=O)Oc2cccc3c(O)cccc23)c1 | -0.8
CCOc1cccc(C(=O)NC(=S)Nc2ccc(N3CCCC3)cc2)c1 | -0.4
Cc1ccc(NC(=O)CCSc2nc(C)cc(C)n2)cc1 | 0.1
CC1=CC(O)(c2ccccn2)P(=O)(c2ccccc2)C=C1C (stereo not given) | 0.4
Cn1c(CNC(=O)c2ccccc2F)nnc1SCc1ccc(Cl)cc1 | 0.5

Remaining list, next part.
SMILES	Rev-erbA mod	hgDAF-12 ag	PLCb3 inh	DAX1 inh-1	PLCg1 inh	ssDAF12 agonist	hcDAF12 agonist	DAX1 inh-2	MBD2 DNA inh	ADAM17 inh	SMARCA2 activ
COc1ccccc1CC(=O)N1CCN(S(=O)(=O)c2ccccc2F)CC1	-5	1.5	-1	-0.2	2	-1.1	-1.2	-0.2	-1	0	0
O=C1c2ccc([N+](=O)[O-])cc2NC(c2ccco2)N1/N=C/c1ccco1 (stereo not given)	-32	-1.9	-4	1.1	-1	-1.3	-1.4	0.7	-1	-1	-1
O=C(COc1ccccc1)NC1CCCCCCC1	-2	1.3	-4	0.6	3	0.4	-0.2	1.5	-6	-4	0
NCCN1CCN(S(=O)(=O)c2ccc3c(c2)CCN3C(=O)C2CCC2)CC1	2	-2.3	1	nt	0	-1.6	-2.1	-0.2	2	-2	-2

Record cards (already shown). Screens in order: Rev-erbA mod, hgDAF-12 ag, PLCb3 inh, DAX1 inh-1, PLCg1 inh, ssDAF12 agonist, hcDAF12 agonist, DAX1 inh-2, MBD2 DNA inh, ADAM17 inh, SMARCA2 activ
`Cc1c(-n2c(SCC(N)=O)nc3ccccc3c2=O)c(=O)n(-c2ccccc2)n1C` reads 0, 0.0, 2, 1.1, -1, -1.0, -1.8, 0.2, -1, -1, -1
`Cc1nn(-c2ccccc2)c(=O)c2noc(C)c12` reads 3, 1.2, -6, 0.3, 1, -1.9, 0.9, -0.1, 3, -2, 0
`Cc1cc(NC(=O)CSC2=NS(=O)(=O)c3ccccc3N2)no1` reads 1, 0.8, 1, 0.5, 1, -1.3, 1.7, 0.7, 1, 0, 3
`COC(=O)COc1ccc(/C=N/NS(=O)(=O)c2ccccc2)cc1` reads -1, -2.5, -6, -1.2, -2, -0.9, -1.1, 0.2, -1, -4, -3
